HepG2 viability: qHTS for Inhibitors of TGF-b: Cytotox Counterscreen. HepG2 CAGA-GFP viability, ATP luminescence, 18 h. Potency, µM (doses to about 46.1 µM), for inactives: at the top dose activity change, negative = cytotoxicity, hits mostly cytotoxic. 410,000 compounds, 0.76% hits. AID 588856, 2011; also: potency is read from the fitted curve at half-maximal effect; some results filed as inactive show a strong effect at the top dose
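CellTiter-Glo luminescence gave cytotoxicity after 18 hours at 37 degrees C. The cells were HepG2 CAGA-GFP in 1% FBS DMEM, stimulated with 500 pg/mL TGF-beta after compound addition. %Activity was normalised to no-cell wells (complete cell-killing) and DMSO (no toxicity), and curves were fitted and classified.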
Nrf2 block: Nrf2 qHTS screen for inhibitors; A549 ARE-Fluc reporter, luciferase luminescence, 18-24 h; Potency, µM (highest dose often 46 µM), for the others: at the highest dose activity change, negative = inhibition, most hits filed as inhibitors; 360,000 compounds, 2.1% hits; also: potency is read from the fitted curve at half-maximal effect; % is scaled to controls: 0 for no effect and ±100 for the full control effect; nearly all actives have a fitted effect of over 60% in size
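A549 ARE_Fluc cells, 5000/well, 5% FBS OPTI-MEM; compounds in dose-response, 18-24 h at 37 °C/5% CO2; CellTiter-Fluor viability read (Ex 405/Em 525), then BugLite luciferase luminescence = Nrf2 activity.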
Nrf2 activator: qHTS of Nrf2 Activators. 410,000 compounds, 0.31% hits. AID 624171, 2012. AREc32 ARE-luciferase reporter (MCF7-derived line), luminescence, 24 h. Potency, µM (series often up to 46.1 µM), for the others: at the top dose activation, hits mostly activators; also: potency is read from the fitted curve at half-maximal effect; % of control where 0% means no effect; nearly all actives have a fitted effect of over 65% in size
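AREc32_Fluc, 1000 cells/well, OPTI-MEM + 5% FBS, o/n 37 deg C 5% CO2; 23 nL cpd by pin tool, 24 hr; Steady-Glo 30 min RT, luminescence.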
CCT modulator: High-Throughput Screening for Modulators of Cytosolic Chaperonin Activity | purified chaperonin ATPase assay, HTRF ADP detection, 30 min | activity change, % (test concentration not listed), hits read low | 360,000 compounds, 0.3% hits | AID 651819, 2012; in the data active = activity change below about -30%; also: % is scaled to controls: 0 for no effect and ±100 for the full control effect
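We incubate TRiC, 40 or 20 nM final, with library compounds at 76 uM and 10 uM ATP for 30 min at 37 °C. ADP formed is detected with Transcreener HTRF reagents after 30 min at room temperature.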
A549 viability: Nrf2 qHTS screen for inhibitors: counterscreen for cytotoxicity. A549 ARE-Fluc cells, CellTiter-Fluor viability, 18-24 h. 390,000 compounds, 0.16% hits. Potency, µM (series often up to 46 µM), for the others: top-dose activity change, negative = cytotoxicity, usual class: inhibitors. AID 504648, 2011; also: potency is read from the fitted curve at half-maximal effect; % is scaled to controls: 0 for no effect and ±100 for the full control effect
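Cytotoxicity counterscreen: CellTiter-Fluor fluorescence was measured in A549 ARE_Fluc cells after 18-24 h of compound exposure in a concentration series. The subsequent BugLite luminescent read reports ARE-luciferase activity.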
Mm-Cpn inhibitor: Inhibitors of TCP-1 ring complex (TRiC) of Methanococcus maripaludis (MmCpn): qHTS | Chaperonin Mm-Cpn (Methanococcus maripaludis) | Potency, µM (titrated, usually from 76.9 µM), inactives show top-dose activity, negative = inhibition, actives largely listed as inhibitors | AID 504842, 2011 | purified Mm-Cpn ATPase, ADP Transcreener TR-FRET | 330,000 compounds, 0.031% hits; also: potency is read from the fitted curve at half-maximal effect; % is scaled to controls: 0 for no effect and ±100 for the full control effect; nearly all actives have a fitted effect of over 80% in size
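ATPase turnover read by TR-FRET ADP competition (Eu cryptate antibody/ADP-d2, 665/590 nm): 10uM ATP final, 25nM Mm-CPN final, 30 min 37degC after 10-min compound preincubation, pH 7.4 Tris/KCl/MgCl2/DTT buffer.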
Abeta yeast res: qHTS for compounds that reverse cellular toxicity of Amyloid beta (A-beta) peptide in yeast: Primary Screen; AID 1347071, 2019; 410,000 compounds, 0.063% hits; yeast expressing A-beta42, growth rescue, OD600, 48 h; response scale: 0% DMSO, 100% iron-clioquinol control; Potency, µM (top dose mostly 46.1 µM), for inactives: at the top dose growth rescue, actives largely listed as activators; also: potency is read from the fitted curve at half-maximal effect; nearly all actives have a fitted effect of over 55% in size
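Yeast growth medium received pinned compounds, then yeast cells expressing toxic A-beta were added; plates incubated at 30 C for 48 hr. Growth read as absorbance at 600 nm, normalized to DMSO and equimolar FeCl3 plus clioquinol controls.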
Akt phos inh: HTS Assay for Inhibitors of Akt Phophorylation: Primary Screen | Neuro2A IGF-stimulated pAkt S473 HTRF, 20 min; hits give low values | activity change, % for hits at 50 µM | 360,000 compounds, 0.32% hits; in the data active = activity change below about -80%; inconclusive = mostly about -51% to -80%; also: % is scaled to controls: 0 for no effect and ±100 for the full control effect
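Neuro2A cells (4,500/well, DMEM with 0.5% FBS) were treated with compound at a single 50 µM final concentration, stimulated with 6 nM IGF for 20 min at 37 °C, and lysed. Phospho-Akt Ser473 was read by HTRF as 665/615 ratio ×10^4.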
TGFb SMAD3 inh: qHTS for Inhibitors of TGF-b. HepG2 CAGA-GFP TGF-b/SMAD3 reporter, GFP fluorescence, 18 h; TGF-beta stimulated, 500 pg/mL final. Potency, µM (highest dose often 46.1 µM), inactives show at the top dose activity, negative = inhibition, most hits filed as inhibitors. 410,000 compounds, 1.2% hits. AID 588855, 2011; also: potency is read from the fitted curve at half-maximal effect; % is scaled to controls: 0 for no effect and ±100 for the full control effect; nearly all actives have a fitted effect of over 65% in size
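TGF-beta reporter screen: HEPG2 CAGA-GFP, 1% FBS, 500 pg/mL TGF-beta final, 18 h; per-cell GFP summed per well; curves fitted and categorized by class.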
An asterisk follows results filed as active; i = inactive; ? = inconclusive; . = not tested or not shown; [ ] = dose if it differs, or a comment. Unless noted, calls follow the shape of the dose curve; as a rule, active = well fitted curve in the direction sought with a large enough effect; inconclusive = small, poorly fitted or top-dose-only effect, or another doubt; inactive = no such curve, though single readings can be large; an effect the other way counts as inactive or inconclusive. Compounds as they come; about 4.3% have a hit in one of these screens.

mol | HepG2 viability | Nrf2 block | Nrf2 activator | CCT modulator | A549 viability | Mm-Cpn inhibitor | Abeta yeast res | Akt phos inh | TGFb SMAD3 inh
CC1(NCc2ccc(Cl)cc2)COP(=O)(NCc2ccccc2)OC1 (centres undefined) | -7.5% | 13.2% | 1.0% | 0.2 | 13.9% | . | -11.1% | i | -18.5%
COc1ccc(NC2CCCN(C(=O)c3ccc4nc(C)c(C)nc4c3)C2)cc1OC (centres undefined) | -0.5% | ? | 0.1% | -3.0 | -0.3% | -0.6% | -15.2% | i | 0.1%
CCCCCC(=O)NC(=S)Nc1ccc(N2CCOCC2)cc1 | -34.0% | 23.2% | 5.5% | -2.4 | 12.7% | 4.1% | 14.4% | i | -24.2%
CCOC(=O)/C=C/C(=O)Nc1ccc(S(=O)(=O)N2CCc3ccccc32)cc1 | -10.6% | 15.9% | 8.9% | -2.8 | 4.7% | -6.8% | 13.7% | i | -26.3%
CCC(=O)N1c2ccccc2NC2=C(C(=O)CCC2)C1c1ccco1 (centres undefined) | 3.9% | 1.7% | 0.3% | -0.9 | -0.7% | 1.2% | -11.8% | i | ?
O=C(COC(=O)C1CCN(S(=O)(=O)c2ccc3c(c2)OCCO3)CC1)Nc1cccc2ccccc12 | 17.9% | 1.3% | 2.1% | -1.4 | -1.6% | -2.5% | -21.9% | i | 3.9%
CN(C)C(=O)/C(=C\c1cccc(Oc2ccccc2)c1)NC(=O)c1ccccc1 | -22.1% | -16.9% | 4.1% | -0.1 | -0.9% | -0.9% | -4.9% | i | -11.2%
CCN(CC)S(=O)(=O)c1cc(NC(=O)CSc2nccn2C)ccc1C | 2.8% | 2.1% | 4.3% | -1.2 | 0.7% | 0.6% | -1.8% | i | -0.5%
CC(C)C1Nc2ccc(S(N)(=O)=O)cc2C2C=CCC21 (centres undefined) | -5.5% | -14.3% | 0.7% | -2.7 | -10.7% | -1.0% | -20.8% | i | -10.9%
COc1ccc(C(c2sc3nc(C)nn3c2O)N2CCC(O)CC2)cc1OC (centres undefined) | 0.0% | 15.7% | 0.3% | -0.8 | -2.2% | 4.2% | 8.0% | i | -1.7%
COc1ccccc1CNC(=O)Nc1nnc([C@H]2C[C@H](O)[C@@H](CO)O2)s1 | -0.2% | . | -0.3% | 0.1 | . | . | -13.1% | i | 38.5%[activator]
Cc1nnc(SCC(=O)NCC2CCCO2)n1Cc1ccccc1 (centres undefined) | -17.2% | -21.0% | -0.7% | -1.0 | 10.4% | -16.8% | 3.3% | i | 0.0%
COc1ccc(CN2CCN(S(=O)(=O)c3ccc(F)cc3)CC2)c(OC)c1OC | 19.0% | -9.6% | -0.4% | 1.0 | -5.5% | -0.1% | -10.5% | i | 4.1%
Cc1cc(Br)cc2c1NC(=O)C2(O)CC(=O)c1ccco1 (centres undefined) | -92.8% | 3.3% | -0.1% | -1.3 | -7.2% | -6.5% | -7.8% | i | 0.3%
COc1ccc(/C=N/NC(=O)c2cccnc2)cc1COc1ccc(NC(C)=O)cc1 | 13.6% | ? | -0.5% | -0.6 | -5.9% | 0.9% | 0.6% | i | 7.6%
O=C1C2C3C=CC(CC3)C2C(=O)N1c1ccc(Cl)cc1 (centres undefined) | -0.8% | -0.1% | 0.1% | 0.5 | 12.8% | -0.9% | -1.3% | i | -4.5%
CN(C)S(=O)(=O)c1ccc2c(c1)C(CC(=O)O)OC2=O (centres undefined) | -0.3% | -5.7% | 0.1% | 1.8 | 1.2% | 1.2% | -4.4% | i | -1.3%
CCc1nnc(N/N=C/c2cc(Br)c(O)cc2O)n1N | 10µM* | 7.3% | -1.5% | 2.2 | 0.6% | -0.9% | 8.2% | i | 7.94µM*
CC1CCCN(C(=O)COC(=O)Cc2c(F)cccc2Cl)C1 (centres undefined) | -2.0% | 21.5% | 3.3% | 0.9 | 4.1% | 1.0% | -2.7% | i | 4.6%
N/C(Cc1nc2ccccc2s1)=N\O | 13.2% | ? | 17.2% | 0.0 | -0.4% | -6.9% | 1.9% | i | -29.9%
CN(C)c1ccc(/C=C(\C#N)C(=O)OCC(=O)N(C)C2CCS(=O)(=O)C2)cc1 (centres undefined) | 4.9% | 5.0% | -0.1% | -1.4 | -16.1% | 0.8% | -11.3% | i | ?
CCOC(=O)Cc1cc(-c2ccccc2)nc2ccc3ccccc3c12 | -4.6% | 2.8% | 16.3% | -1.9 | 5.0% | -1.4% | 16.0% | i | 6.5%
Cc1ccccc1N1CC(C(=O)Nc2ccc(Br)cc2)CC1=O (centres undefined) | -8.9% | 37.8% | 3.7% | . | -0.4% | . | -8.8% | . | -14.9%
O=C(COC(=O)c1ccccc1)Nc1ccccc1Sc1ccccc1 | -1.9% | -15.3% | 0.4% | -0.4 | 3.8% | 1.1% | 2.9% | i | -6.8%
CCN(CC)c1ccc(S(=O)(=O)N2CCCCC2)cc1NC(=O)CSCc1c(C)noc1C | -22.5% | ? | 1.5% | 1.5 | -10.3% | . | 7.8% | i | -11.8%
Cc1cccc(Nc2nc(N)nc(CCl)n2)c1 | -10.1% | 4.7% | 14.1µM* | 2.0 | -12.7% | -0.7% | 2.0% | i | ?
CCN1C(=O)[C@H]2[C@@H](c3ccc(-c4ccc(F)cc4)cc3)N[C@@](C)(C(=O)OC)[C@H]2C1=O | -11.6% | -8.1% | -1.1% | -1.9 | 4.4% | -1.6% | 9.0% | i | -26.2%
COC(=O)c1cnc(NNS(=O)(=O)c2ccc(C(F)(F)F)cc2)nc1C(F)(F)F | -43.8% | 19.1% | 2.6% | -0.7 | 5.9% | 1.9% | 0.1% | i | ?
CCOC(=O)/C=C(\C)Sc1cc(O)c2ccccc2c1O | 5.62µM* | ? | -3.2% | 0.7 | -14.7% | -1.5% | -93.4%[inhibitor] | i | 3.16µM*
OC[C@@H]1CN(Cc2ccncc2)C[C@H](n2cnc3c(N4CCN(c5ccccc5)CC4)ncnc32)O1 | -37.8% | . | -0.2% | -2.1 | . | . | -15.5% | i | -14.1%

5 compounds already listed, sorted by length of the SMILES, falling:
mol | HepG2 viability | Nrf2 block | Nrf2 activator | CCT modulator | A549 viability | Mm-Cpn inhibitor | Abeta yeast res | Akt phos inh | TGFb SMAD3 inh
CCN1C(=O)[C@H]2[C@@H](c3ccc(-c4ccc(F)cc4)cc3)N[C@@](C)(C(=O)OC)[C@H]2C1=O | -11.6% | -8.1% | -1.1% | -1.9 | 4.4% | -1.6% | 9.0% | i | -26.2%
CCN(CC)c1ccc(S(=O)(=O)N2CCCCC2)cc1NC(=O)CSCc1c(C)noc1C | -22.5% | ? | 1.5% | 1.5 | -10.3% | . | 7.8% | i | -11.8%
CCOC(=O)Cc1cc(-c2ccccc2)nc2ccc3ccccc3c12 | -4.6% | 2.8% | 16.3% | -1.9 | 5.0% | -1.4% | 16.0% | i | 6.5%
Cc1ccccc1N1CC(C(=O)Nc2ccc(Br)cc2)CC1=O (centres undefined) | -8.9% | 37.8% | 3.7% | . | -0.4% | . | -8.8% | . | -14.9%
CCOC(=O)/C=C(\C)Sc1cc(O)c2ccccc2c1O | 5.62µM* | ? | -3.2% | 0.7 | -14.7% | -1.5% | -93.4%[inhibitor] | i | 3.16µM*

(list continues)
mol | HepG2 viability | Nrf2 block | Nrf2 activator | CCT modulator | A549 viability | Mm-Cpn inhibitor | Abeta yeast res | Akt phos inh | TGFb SMAD3 inh
COc1ccc(C(=O)NCC(=O)OCC(=O)c2ccc3c(c2)OCCO3)cc1 | -4.5% | 0.6% | 0.0% | -3.4 | -1.1% | 3.3% | -15.8% | i | -2.9%
Fc1cccc(Nc2ncnc3sc4c(c23)CCC4)c1 | 0.9% | 10.9% | 11.0% | -0.9 | -0.9% | 1.3% | 10.3% | i | -3.0%
CC(C)Sc1nc2sc3c(c2c2nnc(SCC(=O)NCc4ccco4)n12)CCCC3 | -0.1% | -28.4% | 2.2% | -4.2 | 2.4% | -4.3% | -12.4% | i | 28.2%
Cc1ccc(Cn2nnc3c(=O)n(CC(=O)N4CCCc5ccccc54)cnc32)cc1 | -17.6% | 5.6% | -0.9% | -0.7 | 4.9% | -0.8% | -6.4% | i | -0.9%
CC(C)(O)c1cn(-c2nonc2N)nn1 | 0.5% | . | -0.3% | -0.2 | -1.0% | 0.9% | 19.3% | i | 2.3%
CCOc1cc(CNCc2cccs2)cc(Br)c1OC | -32.3% | -11.4% | 10.1% | -4.6 | 2.2% | -2.2% | 13.0% | i | -3.4%
COc1ccc(F)cc1S(=O)(=O)NC1CCCC1 | -70.0% | 8.7% | 2.8% | 2.7 | -1.2% | -0.2% | -16.4% | i | ?
O=C(Cc1cccc(NC(=O)C2CCCN(C(=O)C3CCCCC3)C2)c1)Nc1ccc(C(=O)N2CCOCC2)cc1 (centres undefined) | -22.5% | -16.0% | -0.6% | 0.0 | 0.1% | . | 4.4% | i | 1.0%
C/C(=N\NC(=O)c1sccc1-n1cccc1)c1cccs1 | -0.9% | 19.1% | 6.9% | -0.1 | 3.6% | -9.2% | -4.5% | i | 21.0%
COc1ccc(OC)c(-n2c(-c3ccccc3)n[nH]c2=S)c1 | -18.8% | 0.9% | 0.2% | -3.3 | 0.3% | -2.9% | 12.6% | i | -23.7%

High-throughput results (PubChem)
